Screening results from PubChem BioAssay.
Yeast eIF2B: modulators of yeast eIF2B activity | hit rate 0.91% among 27,000 | S. cerevisiae eIF2B-epsilon R284H, GCN4-lacZ luminescence | inhibition, % at 25 µM (by protocol);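 active means mutant luminescence inhibited past about 50% while wild type luminescence and mutant growth stay under set limits, limit read from the data; inconclusive means mutant versus wild type luminescence inhibition gap past a set limit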; further: some compounds called inactive have numbers as strong as hits
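System: Yeast eIF2B-epsilon R284H mutant carrying GCN4–beta-galactosidase fusion | Read-out basis: Percent inhibition, luminescence and growth | Compound: 25 µM single dose | Times: 16 h at 30 °C exposure | Measured by: Luminescence and A595 | Buffer or medium: YPD medium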
Yeast tox: Inhibitors of S. cerevisiae growth, toxicity; AID 685; hit rate 0.3% among 30,000; growth inhibition, % at 25 µM (by protocol); S. cerevisiae wild-type growth, A595 turbidity, 16 h;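 active means mutant and wild-type yeast strains alike exhibit over 30% growth inhibition; inconclusive means a strain exceeds 50% while the second remains under 30%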;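 further: 0% = untreated cell controls and 100% = YPD media blanks without cells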
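Incubation: 16 h growth with compound, 30 °C; Material: S. cerevisiae wild-type or eIF2Bepsilon-R284H mutant strain; Signal: turbidity measured as absorbance at 595 nm; Medium: YPD yeast growth medium; Measure: growth inhibition (%) versus cell controls and blanks; Doses: 25 µM single dose.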
Yeast tox inhibition %: recorded beside Yeast tox, whose call it bears; growth inhibition, %; S. cerevisiae eIF2Bepsilon-R284H mutant growth, A595 turbidity, 16 h;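 each compound tested once at 25 µM; 0% equals untreated cells and 100% equals cell-free medium blanks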
Yeast eIF2B mutant toxicity: further read-out of Yeast eIF2B, marked with its call; growth inhibition, %; measured here: mutant yeast growth, toxicity;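 each compound tested once at 25 µM; zero equals untreated control growth and 100 equals blank medium absorbance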
The depositor's hits bear a star. This is a subset; rates above refer to the full screens.

For CC(C)CCNC(=O)CCS(=O)(=O)c1cccc2nonc12 the results were Yeast eIF2B 2, Yeast tox 0, Yeast tox inhibition % 11 and Yeast eIF2B mutant toxicity 11.
Screening O=S(=O)(NCCSc1ccccc1)c1ccc(F)cc1 returned Yeast eIF2B -2, Yeast tox 6, Yeast tox inhibition % 4 and Yeast eIF2B mutant toxicity 4.
Screening COc1ccc(CCN(Cc2cc3cc(C)ccc3[nH]c2=O)C(=O)N2CCCC2)cc1OC returned Yeast eIF2B -15, Yeast tox 12, Yeast tox inhibition % 6 and Yeast eIF2B mutant toxicity 6.
Cc1nn(C)cc1CNC(=O)c1cccc(Cl)c1 was read as Yeast eIF2B 11, Yeast tox 18, Yeast tox inhibition % 10 and Yeast eIF2B mutant toxicity 10.
For O=C(O)c1ccc(-n2nnnc2Oc2cccc3cccnc23)cc1 the results were Yeast eIF2B 14, Yeast tox 16, Yeast tox inhibition % 3 and Yeast eIF2B mutant toxicity 3.
`Cc1cc(C(=O)NCc2cc(C(=O)O)oc2C)c(C)o1` gave Yeast eIF2B 15, Yeast tox -20 and Yeast tox inhibition % 0.
For CCCOc1ccc(C(=O)c2nc3c(n2O)CCCCC3)cc1 the results were Yeast eIF2B 19, Yeast tox 18, Yeast tox inhibition % 4 and Yeast eIF2B mutant toxicity 4.
For O=C(c1coc(=O)c2ccccc12)N1CCN(Cc2ccccc2)CC1 the results were Yeast eIF2B 15, Yeast tox -2, Yeast tox inhibition % 3 and Yeast eIF2B mutant toxicity 3.
`CCNC(=O)CC1C(=O)N(c2ccccc2)C(=O)N1CCc1ccc(OC)c(OC)c1` (stereo unspecified) gave Yeast eIF2B 21, Yeast tox 18, Yeast tox inhibition % 7 and Yeast eIF2B mutant toxicity 7.
Cc1c(Cl)ccc2c1NC(=O)C21NC(CCC(N)=O)[C@H]2C(=O)N(c3ccc(Cl)cc3)C(=O)[C@H]21 (stereo partly specified) was read as Yeast eIF2B 16, Yeast tox -10 and Yeast tox inhibition % 0.
`O=C(Nc1c(F)c(F)c(F)c(F)c1F)NC1CCCCC1` gave Yeast eIF2B 2, Yeast tox 12, Yeast tox inhibition % 3 and Yeast eIF2B mutant toxicity 3.
For O=C(NC1CCCC1)C(c1cccs1)N(C(=O)c1ccco1)c1ccc2c(c1)OCO2 (stereo unspecified) the results were Yeast eIF2B 18, Yeast tox -14, Yeast tox inhibition % -2 and Yeast eIF2B mutant toxicity -2.
`CC1Cc2ccccc2N1C(=O)COC(=O)c1cccnc1Cl` (stereo unspecified) gave Yeast eIF2B 22, Yeast tox 1 and Yeast tox inhibition % 0.
`Cc1ccsc1C1CC(=O)NC2=C1C(=O)CC(C)(C)C2` (stereo unspecified) gave Yeast eIF2B 18, Yeast tox -4, Yeast tox inhibition % -23 and Yeast eIF2B mutant toxicity -23.
COC(=O)c1ccccc1NC(=O)CSc1n[nH]c(CC(C)C)n1 was read as Yeast eIF2B 11, Yeast tox -14, Yeast tox inhibition % -16 and Yeast eIF2B mutant toxicity -16.
Screening CNC(=O)NC(=O)CSc1nc2ccccc2n1CCOC returned Yeast eIF2B -2, Yeast tox 12, Yeast tox inhibition % 2 and Yeast eIF2B mutant toxicity 2.
Screening c1ccc(CNn2nnnc2-c2ccccc2)cc1 returned Yeast eIF2B -25, Yeast tox 17, Yeast tox inhibition % 7 and Yeast eIF2B mutant toxicity 7.
`CCOc1ccc(-c2nc(CSc3nnc(N)s3)cs2)cc1OC` gave Yeast eIF2B 19, Yeast tox 17, Yeast tox inhibition % -24 and Yeast eIF2B mutant toxicity -24.
`CC(C)COc1ccc(CNC(=S)N/N=C/c2ccc([N+](=O)[O-])cc2)cc1` gave Yeast tox 6 and Yeast tox inhibition % -9.
Screening COC(=O)Nc1c(-c2ccccc2)nc2ccccn12 returned Yeast eIF2B 33, Yeast tox -1, Yeast tox inhibition % 3 and Yeast eIF2B mutant toxicity 3.
`COC(=O)c1ccccc1NC(=O)C1COc2ccccc2O1` (stereo unspecified) gave Yeast eIF2B 22, Yeast tox -4, Yeast tox inhibition % -5 and Yeast eIF2B mutant toxicity -5.
Screening CCc1c(O)nc(SCC(=O)Nc2ccccc2)n(-c2ccccc2)c1=O returned Yeast eIF2B 17, Yeast tox inconclusive and Yeast eIF2B mutant toxicity 7.
Cc1cc(N2C(=O)C(=O)/C(=C(/O)c3ccccc3)C2c2cccc(Br)c2)no1 (stereo unspecified) was read as Yeast eIF2B 11, Yeast tox -13, Yeast tox inhibition % -4 and Yeast eIF2B mutant toxicity -4.
`COc1ccc(-c2csc(Nc3ncccc3C)n2)cc1` gave Yeast eIF2B -4, Yeast tox 17, Yeast tox inhibition % 10 and Yeast eIF2B mutant toxicity 10.
For COc1ccccc1CC(=O)N1CCN(c2ccccn2)CC1 the results were Yeast eIF2B -27, Yeast tox 6, Yeast tox inhibition % -7 and Yeast eIF2B mutant toxicity -7.
Screening COc1ccc(C2NCCn3cccc32)cc1 (stereo unspecified) returned Yeast eIF2B -6, Yeast tox -4 and Yeast tox inhibition % 0.
CCCC(C)C(=O)Nc1ccc(NC(C)=O)cc1 (stereo unspecified) was read as Yeast eIF2B 11, Yeast tox 17, Yeast tox inhibition % 3 and Yeast eIF2B mutant toxicity 3.
For COc1cc(Cl)c(C)cc1NC(=O)CCCN1C(=O)CCC1=O the results were Yeast eIF2B 20, Yeast tox 10, Yeast tox inhibition % 20 and Yeast eIF2B mutant toxicity 20.
`CN(C)c1cccc(C(=O)Nc2cccc(F)c2)c1` gave Yeast tox 32 and Yeast tox inhibition % 26.
`CC(=O)c1cc2c(cc1NC(=O)CN1CCCCCC1)OCO2` gave Yeast eIF2B -6, Yeast tox 13, Yeast tox inhibition % 5 and Yeast eIF2B mutant toxicity 5.

Pulled by compound from the list above, 6 records:
CCCC(C)C(=O)Nc1ccc(NC(C)=O)cc1 (stereo unspecified) was read as Yeast eIF2B 11, Yeast tox 17, Yeast tox inhibition % 3 and Yeast eIF2B mutant toxicity 3.
Cc1cc(N2C(=O)C(=O)/C(=C(/O)c3ccccc3)C2c2cccc(Br)c2)no1 (stereo unspecified) was read as Yeast eIF2B 11, Yeast tox -13, Yeast tox inhibition % -4 and Yeast eIF2B mutant toxicity -4.
`CCOc1ccc(-c2nc(CSc3nnc(N)s3)cs2)cc1OC` gave Yeast eIF2B 19, Yeast tox 17, Yeast tox inhibition % -24 and Yeast eIF2B mutant toxicity -24.
Screening c1ccc(CNn2nnnc2-c2ccccc2)cc1 returned Yeast eIF2B -25, Yeast tox 17, Yeast tox inhibition % 7 and Yeast eIF2B mutant toxicity 7.
`COC(=O)c1ccccc1NC(=O)C1COc2ccccc2O1` (stereo unspecified) gave Yeast eIF2B 22, Yeast tox -4, Yeast tox inhibition % -5 and Yeast eIF2B mutant toxicity -5.
`CC(C)COc1ccc(CNC(=S)N/N=C/c2ccc([N+](=O)[O-])cc2)cc1` gave Yeast tox 6 and Yeast tox inhibition % -9.

(further entries)
`CC(C)(C)c1nnc2sc(SCC(=O)N3CCCc4ccccc43)nn2c1=O` gave Yeast eIF2B 11, Yeast tox -1 and Yeast tox inhibition % 0.
`CC1(C)CC(=O)C2=C(C1)OC(c1cccs1)C(C#N)=C2N` (stereo unspecified) gave Yeast eIF2B 27, Yeast tox 33, Yeast tox inhibition % 29 and Yeast eIF2B mutant toxicity 29.
For Cc1ccc2cc(CN(CC3CCCO3)C(=O)NC3CCCCC3)c(=O)[nH]c2c1C (stereo unspecified) the results were Yeast eIF2B -2, Yeast tox 19, Yeast tox inhibition % -11 and Yeast eIF2B mutant toxicity -11.
CC(C)(C)c1cc(CNC2CS(=O)(=O)C[C@@H]2O)cc(C(C)(C)C)c1O (stereo partly specified) was read as Yeast tox -20 and Yeast tox inhibition % 4.
Screening Cc1ccc(C23CC4CC(CC(NC(=O)NC(C)(C)CO)(C4)C2)C3)cc1 returned Yeast eIF2B 12, Yeast tox 6, Yeast tox inhibition % 11 and Yeast eIF2B mutant toxicity 11.
CCCCCCn1c(N2CCN(c3ccccc3)CC2)nc2c1c(=O)n(C)c(=O)n2C was read as Yeast eIF2B 14, Yeast tox -7 and Yeast tox inhibition % 0.
`Cn1nnnc1SCC(=O)Nc1ccc(N2CCOCC2)cc1` gave Yeast tox -14 and Yeast tox inhibition % -6.
For COc1ccc(N2CC(C(=O)Nc3nccs3)CC2=O)cc1 (stereo unspecified) the results were Yeast eIF2B 13, Yeast tox -2, Yeast tox inhibition % -14 and Yeast eIF2B mutant toxicity -14.
`CCCCN1C(=O)C2NN=C(C(=O)OC)C2C1=O` (stereo unspecified) gave Yeast tox 14 and Yeast tox inhibition % 22.
For CCCCCOc1ccc(C(=O)NC(C(=O)O)C(C)C)cc1 (stereo unspecified) the results were Yeast eIF2B 47.
CSc1nc2[nH]c3c(c2c2nnnn12)CCCC3 was read as Yeast eIF2B 19, Yeast tox 12, Yeast tox inhibition % -7 and Yeast eIF2B mutant toxicity -7.
`COc1cccc(-c2nnc(N(C)C(=O)C3CCOC3)s2)c1` (stereo unspecified) gave Yeast eIF2B 8, Yeast tox -4, Yeast tox inhibition % 8 and Yeast eIF2B mutant toxicity 8.
Screening O=C(Nc1nnc(COc2ccccc2)s1)C1CCN(S(=O)(=O)c2ccc(Cl)cc2)CC1 returned Yeast eIF2B 14, Yeast tox 2, Yeast tox inhibition % 19 and Yeast eIF2B mutant toxicity 19.
`Cc1cc(NC(=O)CCCC(=O)NCc2cccs2)no1` gave Yeast eIF2B 24, Yeast tox -2, Yeast tox inhibition % -14 and Yeast eIF2B mutant toxicity -14.
`COc1ccc(N(C)C2=NS(=O)(=O)c3ccccc32)cc1` gave Yeast tox -11 and Yeast tox inhibition % 3.
`CC(C)CCNC(=O)c1ccc(C2SCC(=O)N2Cc2ccco2)cc1` (stereo unspecified) gave Yeast tox 2 and Yeast tox inhibition % 3.
`CN(Cc1nnc(SCC(=O)NCCc2ccccc2)n1C)S(=O)(=O)c1ccccc1` gave Yeast eIF2B 29, Yeast tox 0, Yeast tox inhibition % 23 and Yeast eIF2B mutant toxicity 23.
For Cc1ccc(C)c(NC2=NC3(CCCCC3)N=C(N)N2)c1 the results were Yeast eIF2B 18.
For Cn1c(SCC(=O)NC(c2ccccc2)c2ccccc2)nnc1-c1cccs1 the results were Yeast eIF2B 11, Yeast tox 13, Yeast tox inhibition % 13 and Yeast eIF2B mutant toxicity 13.
C#CCSC1=C(C#N)C(c2cccs2)C(C(=O)OCC)=C(C)N1 (stereo unspecified) was read as Yeast eIF2B 17, Yeast tox 9, Yeast tox inhibition % 3 and Yeast eIF2B mutant toxicity 3.
Cn1nc(CC(=O)NC2CCCCC2)c2ccccc2c1=O was read as Yeast eIF2B 11, Yeast tox -18 and Yeast tox inhibition % 0.
`COc1cc(C)ccc1NC(=O)c1ccc(S(=O)(=O)N2CCOCC2)cc1` gave Yeast eIF2B -6, Yeast tox 9, Yeast tox inhibition % 8 and Yeast eIF2B mutant toxicity 8.
`COc1ccc2[nH]c(=S)[nH]c2c1` gave Yeast eIF2B 2, Yeast tox -8, Yeast tox inhibition % -12 and Yeast eIF2B mutant toxicity -12.
`CC(C)c1nnc(NC(=O)c2sc3ccccc3c2Cl)s1` gave Yeast eIF2B 10, Yeast tox 1, Yeast tox inhibition % 10 and Yeast eIF2B mutant toxicity 10.
For C=CCNC(=O)c1cc(=O)c2ccccc2o1 the results were Yeast eIF2B 21, Yeast tox 18, Yeast tox inhibition % 6 and Yeast eIF2B mutant toxicity 6.
CC1(C)OC(C(=O)NC2CCCCC2)C(C(=O)NC2CCCCC2)O1 (stereo unspecified) was read as Yeast eIF2B 14, Yeast tox 9, Yeast tox inhibition % -9 and Yeast eIF2B mutant toxicity -9.
For CC(=O)C(C)Oc1ccc2c3c(c(=O)oc2c1C)CCCC3 (stereo unspecified) the results were Yeast eIF2B -9, Yeast tox 0, Yeast tox inhibition % 8 and Yeast eIF2B mutant toxicity 8.
For Clc1ccccc1OCCCCN1CCCC1 the results were Yeast eIF2B -17.
For O=C(Nc1ccc2oc(-c3cccnc3)nc2c1)c1ccc(Br)o1 the results were Yeast eIF2B 8, Yeast tox -10, Yeast tox inhibition % 5 and Yeast eIF2B mutant toxicity 5.
Screening CCN(CCCNC(=O)c1[nH]c(C)c(C(C)=O)c1C)c1ccccc1 returned Yeast eIF2B -3, Yeast tox 5, Yeast tox inhibition % 3 and Yeast eIF2B mutant toxicity 3.
For CCOC(=O)C1CCN(Cc2ccccc2C)CC1 the results were Yeast eIF2B 19, Yeast tox 5, Yeast tox inhibition % 17 and Yeast eIF2B mutant toxicity 17.
